Screens as filed in PubChem BioAssay.
ERG Ets-DNA blk: inhibitors of human ERG Ets domain-DNA interaction | fluorescence polarization, His-ERG Ets domain / labelled DNA | Potency, µM (titrated, usually from 76.9 µM), for inactives: at the top dose FP activity, negative = inhibition, actives largely listed as inhibitors | actives 0.028% (n = 370,000); active means well fitted inhibition curve with a large enough effect in the polarisation, with a control signal flat; inconclusive means small, poorly fitted or top-dose-only effect, or effect the other way, or a change in a side signal; inactive means no such curve, though single readings can be large or run the other way; the % refers to the polarisation;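 further: polarization taken with two DNA probes labelled with fluorescein and Texas red; potency means the concentration at half of the fitted maximal effect; % of control where 0% means no effect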
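His-tagged ERG Ets domain (1 uM in the protein solution; 300mM KCl, 50mM Tris-HCl, 1mM EDTA, 1mM DTT, pH 7.5) received compound, then a probe mix of 5 nM fluorescein-DNA and 100nM Texas-615-DNA. Fluorescence polarization was read for both dyes.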
12-LOX inh: blocks human arachidonate 12S-lipoxygenase; P18054; actives 1.1% (n = 580,000); purified 12hLO, xylenol orange hydroperoxide absorbance; Potency, µM (highest dose often 108 µM), for the others: top-dose activity change, negative = inhibition, most hits filed as inhibitors; further: potency means the concentration at half of the fitted maximal effect; on the % scale 0 is the no-effect control and ±100 the full control effect
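Purified human 12hLO (150 nM final) in 25 mM Hepes, 0.01% Triton X-100, pH 7.0 was preincubated 15 min at room temperature with compound. Then 40 uM arachidonic acid was added, 30 min. Hydroperoxide was read by Fe-XO absorbance ratio 573/405 nm.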
POLI inh: blocks human DNA polymerase iota activity. Q9UNA4. Pol iota fluorescent replication assay, 10 min. Potency, µM (series often up to 115 µM), without a hit: at the top dose activity, negative = inhibition, hits mostly inhibitors. actives 1% (n = 390,000). AID 588590; further: potency means the concentration at half of the fitted maximal effect
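Fluorescent replication assay read twice, at 0 min and 10 min after adding 50 nM (final) substrate. Enzyme (10 nM) and compounds were first incubated 15 min at room temperature; enzyme-free buffer wells were negative controls.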
TRHR ag: agonists of human TRH receptor. TRHR cells, calcium flux fluo-8, FDSS agonist mode. actives 0.18% (n = 360,000). activation, % at 2 µM. AID 493084; in the data active means activation above about 30%; further: 0% is about no effect
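Agonist-mode FDSS calcium read (Ex 480/Em 530, 1 s cycles) in 1536-well TRHR cells with fluo-8 dye, after 10-cycle baseline and 23 nL compound addition; TRH at EC20 (10 nM final) added afterwards for the enhancer phase.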
Anesthetic bind: binds horse apoferritin like a general anesthetic; apoferritin/1-aminoanthracene competitive binding, fluorescence; Potency, µM (titrated, usually from 77.5 µM), for the others: at the highest dose activity change, negative = displacement, most hits filed as inhibitors; actives 0.074% (n = 350,000); further: potency means the concentration at half of the fitted maximal effect; on the % scale 0 is the no-effect control and ±100 the full control effect; nearly all actives have a fitted effect of over 20% in size
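Read-out: endpoint 1-AMA fluorescence, excitation 380 nm and emission 535 nm, after compounds sit 10 min at room temperature with 10 uM horse-spleen apoferritin in 50% saturated 1-AMA/PBS. Values come from four-parameter Hill fits.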
BLM helicase inh: blocks DNA unwinding by human BLM helicase; P54132; recombinant BLM DNA unwinding, fluorescence dequenching; Potency, µM (top dose mostly 56.1 µM), inactives show at the top dose activity change, negative = inhibition, actives largely listed as inhibitors; actives 0.2% (n = 350,000); AID 2528;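 further: potency means the concentration at half of the fitted maximal effect; plate controls were vehicle for no effect and no enzyme for full effect; nearly all actives have a fitted effect of over 35% in size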
Target sequence (P54132 whole entry, looked up): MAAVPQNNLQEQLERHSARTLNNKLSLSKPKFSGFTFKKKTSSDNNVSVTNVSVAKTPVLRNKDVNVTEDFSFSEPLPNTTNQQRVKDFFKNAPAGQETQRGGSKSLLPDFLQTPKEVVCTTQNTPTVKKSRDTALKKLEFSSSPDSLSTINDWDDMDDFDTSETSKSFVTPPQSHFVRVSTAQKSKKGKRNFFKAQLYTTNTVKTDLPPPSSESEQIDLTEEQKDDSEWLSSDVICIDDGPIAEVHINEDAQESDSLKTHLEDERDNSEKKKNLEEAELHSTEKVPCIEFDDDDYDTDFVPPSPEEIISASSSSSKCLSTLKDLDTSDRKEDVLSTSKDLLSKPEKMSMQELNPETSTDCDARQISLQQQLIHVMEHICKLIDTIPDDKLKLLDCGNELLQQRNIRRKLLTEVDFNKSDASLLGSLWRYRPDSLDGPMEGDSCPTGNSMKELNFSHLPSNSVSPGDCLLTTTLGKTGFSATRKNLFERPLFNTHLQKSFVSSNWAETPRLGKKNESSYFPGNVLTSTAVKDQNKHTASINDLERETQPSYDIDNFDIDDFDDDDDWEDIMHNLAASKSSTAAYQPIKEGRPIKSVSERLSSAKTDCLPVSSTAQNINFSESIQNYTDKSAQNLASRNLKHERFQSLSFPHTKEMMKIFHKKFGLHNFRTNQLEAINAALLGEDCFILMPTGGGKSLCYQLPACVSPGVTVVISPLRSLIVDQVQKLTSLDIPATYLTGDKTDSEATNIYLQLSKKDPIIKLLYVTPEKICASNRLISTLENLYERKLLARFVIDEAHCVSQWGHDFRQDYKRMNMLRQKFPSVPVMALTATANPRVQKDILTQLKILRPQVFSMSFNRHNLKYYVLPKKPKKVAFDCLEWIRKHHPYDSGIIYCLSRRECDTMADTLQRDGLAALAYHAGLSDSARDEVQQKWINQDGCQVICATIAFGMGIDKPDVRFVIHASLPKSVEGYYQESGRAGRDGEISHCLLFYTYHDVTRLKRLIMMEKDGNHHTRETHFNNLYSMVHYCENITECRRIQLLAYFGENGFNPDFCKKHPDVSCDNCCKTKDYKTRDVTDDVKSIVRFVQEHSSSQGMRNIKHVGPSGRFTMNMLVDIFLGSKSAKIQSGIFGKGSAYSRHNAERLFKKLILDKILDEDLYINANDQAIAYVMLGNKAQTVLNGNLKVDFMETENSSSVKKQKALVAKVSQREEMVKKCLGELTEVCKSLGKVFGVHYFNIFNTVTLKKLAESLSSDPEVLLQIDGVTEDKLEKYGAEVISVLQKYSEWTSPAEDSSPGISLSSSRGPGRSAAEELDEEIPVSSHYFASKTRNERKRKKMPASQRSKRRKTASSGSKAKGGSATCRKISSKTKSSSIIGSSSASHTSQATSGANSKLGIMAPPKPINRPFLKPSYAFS
APE1 inh: blocks human APE1 abasic DNA cleavage | P27695 | recombinant APE1, TAMRA/BHQ-2 abasic DNA cleavage fluorescence | Potency, µM (series often up to 65.8 µM), for the others: at the top dose activity change, negative = inhibition, hits mostly inhibitors | actives 0.35% (n = 350,000);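 further: potency means the concentration at half of the fitted maximal effect; plate controls were vehicle for no effect and reference inhibitor for full effect; nearly all actives have a fitted effect of over 55% in size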
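Activity was derived from the fluorescence gain between first and third kinetic reads (60 s intervals, ex 525/em 598 nm) after 50 nM THF-abasic TAMRA/BHQ-2 duplex was added to 0.75 nM APE1 preincubated 15 min with compound.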
POLB inh: inhibitors of human DNA polymerase beta; Pol beta primer extension/strand displacement, fluorescence kinetic; Potency, µM (titrated, usually from 114 µM), inactives show at the top dose activity change, negative = inhibition, actives largely listed as inhibitors; actives 1.3% (n = 340,000); further: potency means the concentration at half of the fitted maximal effect; on the % scale 0 is the no-effect control and ±100 the full control effect
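Preincubation: enzyme (10 nM) with compound, 15 min, RT. Reaction: substrate added to 50 nM final. Reads: 0 and 10 min. Analysis: normalized, Hill fit.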
Pol kappa inh: inhibitors of human DNA polymerase kappa | Q9UBT6 | actives 0.53% (n = 400,000) | Potency, µM (series often up to 107 µM), inactives show top-dose activity, negative = inhibition, hits mostly inhibitors | purified Pol kappa, fluorescent DNA synthesis assay, 10 min | AID 588579; further: potency means the concentration at half of the fitted maximal effect; on the % scale 0 is the no-effect control and ±100 the full control effect
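Inhibition of 10 nM Pol kappa is measured by a fluorescent read-out at 0 and 10 min following addition of 50 nM substrate (final), with a 15-min room-temperature compound preincubation.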
Active calls of the source: *; ? = inconclusive; . = no result given; & = joins results of further samples; [ ] = another dose, or the depositor's remark. Unless noted, the call rests on the fitted dose curve; in most records, active means well fitted curve in the direction sought with a large enough effect; inconclusive means small, poorly fitted or top-dose-only effect, or another doubt; inactive means no such curve, though single readings can be large; an effect the other way counts as inactive or inconclusive. Not all compounds are listed (hit frequency here may not be typical).

Screens in order – APE1 inh, TRHR ag, 12-LOX inh, Anesthetic bind, POLI inh, BLM helicase inh, ERG Ets-DNA blk, POLB inh, Pol kappa inh
> O=C(N=C1SC2CS(=O)(=O)CC2N1c1ccccc1)c1cccc([N+](=O)[O-])c1 (configuration not stated)
→ 4%, 0.1, ?, ., 6%, ., -6%, ., -4%
> COc1cc2c(cc1OC)CN(C(=O)C1CCCN1S(=O)(=O)c1ccc(C)cc1)CC2 (configuration not stated)
→ -4%, -0.6, 97%, -2%, -16%, -5%, 17%, 0%, 9%
> C[C@H]1CN[C@@H](CCO)/C1=C\c1ccccc1
→ ., ., -10%, ., -3%, ., 22%, ., 9%
> COc1ccc(C(=O)Nc2ccc(-c3ccc(C)o3)cc2)cc1S(=O)(=O)N1CCOCC1
→ -5%, -0.1, -15%, 5%, -25%, -4%, 4%, 0%, -13%
> COc1ccc(N2CCN(c3nc4c(c(=O)n(C)c(=O)n4C)n3Cc3ccccc3)CC2)cc1
→ -1%, -1.6, 6%, -21%, 1%, -4%, 0%, -12%, -6%
> COC(=O)CSc1nc(C)cc(C)n1
→ -2%, 0.2, -9%, -5%, 44%[activator], -4%, 1%, -11%, -12%
> CC1CCCC(C)N1/N=C/c1ccc(O)c(O)c1 (configuration not stated)
→ 11%, 0.2, ?, -21%, ?, -12%, -5%, 2.2µM*, 40µM*
> Cc1ccc2c(CN3CC(C)CC(C)C3)cc(=O)oc2c1 (configuration not stated)
→ 23%, -0.4, -3%, 2%, 170%[activator], -4%, 10%, 11%, -2%
> CC1CC1C(=O)OCC(=O)Nc1cccc(F)c1 (configuration not stated)
→ 14%, 0.1, -1%, ., 11%, ., 7%, ., 13%
> COc1ccc(CCN2CCC(CN3C(=S)NC[C@@H]3CC(C)C)CC2)cc1OC
→ ., ., -35%, ., 29%, ., 4%, ., 1%
> CC(C)CC(OC(=O)c1cccs1)C(=O)NCc1cccs1 (configuration not stated)
→ 0%, -0.9, 0%, -13%, 10%, -4%, 0%, 0%, -5%
> COc1cc(C2c3cc4c(cc3OC(N3CCCCC3)C2C)OCO4)cc(OC)c1O (configuration not stated)
→ ., ., -16%, ., 13%, ., 5%, ., -2%
> CN(CC(=O)Nc1ccc(F)c(F)c1F)C(=O)Cc1ccc(S(=O)(=O)N2CCOCC2)s1
→ ., ., 6%, ., 1%, ., -5%, ., 0%
> COc1ccc(S(=O)(=O)N2CCC(C(=O)NCCC(=O)NCc3ccncc3)CC2)cc1
→ 41%, 0.4, 0%, 1%, 21%, 2%, -12%, -7%, 7%
> Cc1cnc(CNc2ncncc2-c2ccccc2Cl)cn1
→ 0%, ., ?, ., ., 3%, ., ., 2%[60.1 µM]
> CC1CCCN(C(=O)CCS(=O)(=O)Cc2ccccc2)C1 (configuration not stated)
→ -1%, 0.6, 16%, -13%, 8%, -2%, -10%, 2%, -12%
> CC1CCc2nc(NC(=O)Cc3ccc(Cl)cc3)sc2C1 (configuration not stated)
→ ., 0.1, ?, -13%, ?, -15%, 3%, -10%, -3%
> CCC1NC(=S)NC(C)=C1C(=O)c1ccccc1 (configuration not stated)
→ 9%, 0.0, -15%, -13%, 10%, -3%, 3%, -11%, 6%
> COc1cc(NC(=O)CSc2nc3nc(C)c(Cc4ccccc4)c(C)n3n2)cc(OC)c1OC
→ ., -0.3, 5%&-9%, ?, 17%, 0%, 8%, 24%, -9%[60.1 µM]
> CC(=O)C1=C(C)Nc2ncnn2C1c1ccccc1 (configuration not stated)
→ 0%, 0.2, 0%, 15%, 29%, -12%, -2%, 48%, -1%
> COc1ccc(NC(=O)Cn2cc(S(=O)(=O)N3CCC(C)CC3)c3ccccc3c2=O)cc1Cl
→ ., 1.6, 0%, -4%, 16%, -11%, -1%, -2%, -1%
> CCCOc1ccccc1C1C(C(=O)Nc2ccccc2)=C(C)Nc2nnnn21 (configuration not stated)
→ ., -0.7, -22%, -9%, 14%, -2%, -7%, -4%, -24%
> N#CC1=C(N)N(c2ccccc2)C(c2ccco2)C1(C#N)C#N (configuration not stated)
→ 3%, -0.1, -9%, 0%, 1%, -6%, 7%, -10%, -11%
> CCCC(=O)Nc1c2c(nn1-c1ccc(C)cc1C)CSC2
→ 0%, 0.2, 7%, ?, 43%, -1%, ., 25%, -2%[60.1 µM]
> Cc1ccc(NC(=O)Cn2c(=O)n(Cc3ccco3)c(=O)c3sc4ccccc4c32)c(C)c1
→ ., 0.3, -37%, -13%, 3%, -2%, -2%, 43%, 4%
> CCOC(=O)CSc1nc2cc3c(cc2cc1C)OCO3
→ 3%, 0.0, -2%, -3%, 4%&48%, -6%, -13%, 4%, -4%&-2%
> COc1ccc(Nc2nc(N)c([N+](=O)[O-])c(N3CCCC3)n2)cc1
→ -7%, -0.4, 4%, -6%, 14%, -6%, 7%, 2%, 3%
> CC1(C)C(=O)Nc2ccccc2N1C(=O)COC(=O)C12CC3CC(CC(O)(C3)C1)C2
→ -7%, 0.0, 39%[activator], -15%, 50µM*, -12%, -1%, 20µM*, ?
> O=C1c2ccccc2C(O)(c2ccccc2)N1c1ccncc1 (configuration not stated)
→ 0%, 0.7, 0%, -4%, -7%, -5%, -11%, 11%, -5%
> Cc1cc(C)n2nc(C(=O)N/N=C/c3cccs3)nc2n1
→ 2%, 0.8, -11%, -3%, 23%, -10%, 11%, 1%, 10%
> CCN(CC)S(=O)(=O)c1ccc(C(=O)OCC(=O)N2CCN(C(=O)c3ccco3)CC2)cc1
→ 4%, 0.5, 53%[activator], -13%, 17%, -3%, 9%, 18%, -8%
> CCC1CCCN1Cn1cnc2c([nH]c3ccc(C)cc32)c1=O (configuration not stated)
→ -4%, -1.6, 2%, -4%, 31%[activator], 3%, 0%, 16%, 7%
> Cc1ccc(N2C(=S)NC3c4cc(Cl)ccc4OC2(C)C3C(=O)N(C)C)cc1 (configuration not stated)
→ 37%, 0.9, ?, -9%, -20%, -8%, 0%, 17%, -16%
> COc1cccc(NC(=O)C2CSC3(C)CCC(=O)N23)c1 (configuration not stated)
→ 16%, 0.0, -22%, ., -15%, ., 2%, ., -11%
> CC1=N/C(=C\c2ccccc2Cl)C(=O)O1
→ ., ., -4%, ., 3%[58.9 µM], ., 1%, ., -7%
> COCCNC(=O)CSc1nc2cc3c(cc2c(=O)n1CCCCCC(=O)NCc1ccc(OC)cc1)OCO3
→ ., -0.3, -1%, -5%, 13%, 0%, 8%, 1%, 3%[60.1 µM]
> O=C1CC(N2CCC(C(=O)N3CCCCC3)CC2)C(=O)N1 (configuration not stated)
→ 1%, -0.2, ?, -3%, 14%, 0%, -11%, 3%, -23%
> CCNc1ccc(S(=O)(=O)N(C)C)cc1NCC(=O)Nc1ccccc1F
→ -3%, -0.7, -7%, 2%, 53%[activator], -2%, 20%, 48%, -3%
> Cc1ccc(S(=O)(=O)N2CCN(C(=O)c3cc(S(=O)(=O)N(C)C)ccc3N3CCCC3)CC2)cc1
→ 28%, 1.0, -3%, ., ?, ., -4%, ., -11%
> CN(Cc1ccccc1)C(=O)COC(=O)c1cc(=O)c2ccccc2o1
→ 12%, ., ?, ., 31%[activator], ., -6%, ., -4%
> O=C(c1cccc(F)c1)N(Cc1nc2ccccc2c(=O)[nH]1)C1CCCC1
→ 4%, -1.0, 2%, -17%, 15%, -4%, -15%, -21%, 9%
> Cc1nn(C)c2c1c(-c1ccccc1)cc(=O)n2Cc1ccccc1C#N
→ ., -0.7, -19%, 1%, -6%, -5%, -3%, 2%, 23%
> CC(=O)c1csc(Nc2ccccc2Cl)n1
→ 13%, -0.6, 88%[activator], ?, 9%, -2%, 4%, 30%, -11%
> Cc1ccc(CN2CCC(CO)(CC3CCCCO3)CC2)o1 (configuration not stated)
→ 3%, 0.3, 3%, -4%, 95%[activator], -7%, -1%, 1%, -5%
> COc1ccc(-c2nc(CS(=O)(=O)CC(=O)Nc3ccc(Cl)cc3)c(C)o2)cc1
→ -2%, -0.3, 20%, -6%, 20%, 0%, 11%, 0%, -6%

7 entries from above in another layout:
Structure,APE1 inh,TRHR ag,12-LOX inh,Anesthetic bind,POLI inh,BLM helicase inh,ERG Ets-DNA blk,POLB inh,Pol kappa inh
CC1=N/C(=C\c2ccccc2Cl)C(=O)O1,.,.,-4%,.,3%[58.9 µM],.,1%,.,-7%
COCCNC(=O)CSc1nc2cc3c(cc2c(=O)n1CCCCCC(=O)NCc1ccc(OC)cc1)OCO3,.,-0.3,-1%,-5%,13%,0%,8%,1%,3%[60.1 µM]
O=C1CC(N2CCC(C(=O)N3CCCCC3)CC2)C(=O)N1 (configuration not stated),1%,-0.2,?,-3%,14%,0%,-11%,3%,-23%
CCNc1ccc(S(=O)(=O)N(C)C)cc1NCC(=O)Nc1ccccc1F,-3%,-0.7,-7%,2%,53%[activator],-2%,20%,48%,-3%
Cc1ccc(S(=O)(=O)N2CCN(C(=O)c3cc(S(=O)(=O)N(C)C)ccc3N3CCCC3)CC2)cc1,28%,1.0,-3%,.,?,.,-4%,.,-11%
CN(Cc1ccccc1)C(=O)COC(=O)c1cc(=O)c2ccccc2o1,12%,.,?,.,31%[activator],.,-6%,.,-4%
O=C(c1cccc(F)c1)N(Cc1nc2ccccc2c(=O)[nH]1)C1CCCC1,4%,-1.0,2%,-17%,15%,-4%,-15%,-21%,9%
